High-throughput results deposited in PubChem by National Center for Advancing Translational Sciences (NCATS).
TrxR1 inh = blocks rat thioredoxin reductase 1 | O89049 | recombinant rTrxR1, NADPH fluorescence consumption, selenite substrate | Potency, µM (doses to about 114 µM), inactives show top-dose activity change, negative = inhibition, actives largely listed as inhibitors | 390,000 tested, 1% active | AID 588453; note: potency is the fitted concentration of half-maximal effect; % is set by controls: 0 for no effect and ±100 for the full control effect; nearly all actives have a fitted effect of over 65% in size
Target sequence (O89049 whole entry, looked up): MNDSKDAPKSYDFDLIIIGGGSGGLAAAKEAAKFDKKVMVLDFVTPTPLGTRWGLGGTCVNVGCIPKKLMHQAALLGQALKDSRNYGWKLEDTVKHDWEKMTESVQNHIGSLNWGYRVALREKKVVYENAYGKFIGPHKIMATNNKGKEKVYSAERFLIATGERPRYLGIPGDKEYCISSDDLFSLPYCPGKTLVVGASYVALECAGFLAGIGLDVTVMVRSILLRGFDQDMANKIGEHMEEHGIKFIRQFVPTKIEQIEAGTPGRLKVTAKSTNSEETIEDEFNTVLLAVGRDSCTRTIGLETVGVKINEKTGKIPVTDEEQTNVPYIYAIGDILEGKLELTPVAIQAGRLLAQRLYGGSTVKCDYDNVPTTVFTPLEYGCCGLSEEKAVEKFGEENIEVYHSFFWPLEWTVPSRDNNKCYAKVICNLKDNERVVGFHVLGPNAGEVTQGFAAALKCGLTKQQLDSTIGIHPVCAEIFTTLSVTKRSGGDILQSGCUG
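Rat TrxR1 (90 nM in the dispensed reagent) was pre-reduced with 400 uM NADPH for 5 min at room temperature, then incubated with compound for 15 min. After 400 uM selenite was added, NADPH fluorescence (Ex 340/Em 450 nm) was followed for 8 min.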
TrxR1 substrate = rat thioredoxin reductase 1 substrate activity | O89049 | purified TrxR1 substrate turnover, NADPH consumption readout | Potency, µM (series often up to 114 µM), without a hit: top-dose activity change, negative = substrate turnover | 390,000 tested, 0.01% active; note: potency is the fitted concentration of half-maximal effect; % is set by controls: 0 for no effect and ±100 for the full control effect; nearly all actives have a fitted effect of over 50% in size
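Rat TrxR1, dispensed at 90 nM, was prereduced with 400 uM NADPH (final) for 5 min at ~22 deg C, then incubated with compound 15 min before 400 uM selenite. A first-read NADPH fluorescence drop versus no-compound background flagged substrates.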
Pin1 inh = human Pin1 inhibition | Q13526 | AID 504891 | Potency, µM (doses to about 115 µM), for the others: at the top dose activity, negative = inhibition, usual class: inhibitors | Pin1 FP peptide displacement, HiFluor488, 10 min | 390,000 tested, 0.009% active; active = well fitted inhibition curve with a large enough effect in the polarisation, with a control signal flat, not every such curve was filed as active; inconclusive = small, poorly fitted or top-dose-only effect, or effect the other way, or a change in a side signal; inactive = no such curve, though single readings can be large or run the other way; the % refers to the polarisation; note: potency is the fitted concentration of half-maximal effect; % is set by controls: 0 for no effect and ±100 for the full control effect
Target sequence (Q13526 whole entry, looked up): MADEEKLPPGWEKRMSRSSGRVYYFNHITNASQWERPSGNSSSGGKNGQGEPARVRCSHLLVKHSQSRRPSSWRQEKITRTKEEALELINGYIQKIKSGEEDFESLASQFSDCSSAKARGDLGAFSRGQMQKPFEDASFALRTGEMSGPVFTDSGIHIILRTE
D2 antag = antagonists of human D2 dopamine receptor | P14416 | HEK293 TREx D2 cells, calcium flux, dopamine EC80 | inhibition, % at 10 µM | 340,000 tested, 2% active | AID 485344; in the data active = inhibition above about 30%; note: 0% is about no effect
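Compounds are added to dye-loaded, induced HEK293 T-REx cells coupled to calcium release via D2; after a 3 min kinetic read an EC80 dopamine stimulus is given and fluorescence is recorded for 3 more min.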
D2 agonist = agonists of human D2 dopamine receptor; HEK293 T-REx D2 cells, calcium flux agonist mode; P14416; AID 485358; 340,000 tested, 0.53% active; activation, % at 2 µM;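 active = activation over 3 SD above normal in the single-dose calcium agonist read, cut at about 30% in these data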; note: 0% is about no effect
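Tetracycline-induced HEK293 Trex cells with D2 receptor force-coupled to calcium signaling, plated overnight at 30 C and loaded with no-wash calcium dye. Calcium flux read kinetically for 180 s after compound addition; responses flag agonists.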
TRHR enhancer = allosterically enhances the human TRH receptor. TRHR cells, fluo-8 calcium fluorescence, EC20 TRH enhancement. enhancement, % at 2 µM. 360,000 tested, 0.66% active. AID 493056; in the data active = enhancement above about 30%; note: 0% is about no effect
Target sequence (P34981 whole entry, looked up): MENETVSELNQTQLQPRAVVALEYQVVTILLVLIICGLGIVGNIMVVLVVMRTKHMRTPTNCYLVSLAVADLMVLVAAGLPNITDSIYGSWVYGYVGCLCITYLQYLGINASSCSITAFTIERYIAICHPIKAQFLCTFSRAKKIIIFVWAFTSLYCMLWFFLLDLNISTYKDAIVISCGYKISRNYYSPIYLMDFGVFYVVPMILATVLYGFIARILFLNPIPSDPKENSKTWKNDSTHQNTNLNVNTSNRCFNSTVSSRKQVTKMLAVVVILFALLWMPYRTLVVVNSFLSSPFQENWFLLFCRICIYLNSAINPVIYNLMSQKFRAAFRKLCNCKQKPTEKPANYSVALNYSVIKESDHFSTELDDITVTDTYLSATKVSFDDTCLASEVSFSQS
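Enhancer read-out: after compound pinning and an initial kinetic agonist-mode read, an EC20 of TRH (10 nM final) was injected and fluo-8 calcium signal (Ex 480/Em 530) followed at 1 s/cycle for 100 cycles in TRHR-expressing cells.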
mIDH1 inhibitor = blocks human mutant IDH1 R132H enzyme. O75874. IDH1-R132H enzyme, NADPH consumption, diaphorase/resazurin fluorescence. Potency, µM (doses to about 76.6 µM), without a hit: at the top dose activity change, negative = inhibition, most hits filed as inhibitors. 390,000 tested, 0.093% active; note: potency is the fitted concentration of half-maximal effect; % is set by controls: 0 for no effect and ±100 for the full control effect; nearly all actives have a fitted effect of over 65% in size
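IDH1-R132H (0.5 ug/mL) preincubated 30 min with compound, then NADPH (0.016 mM) and alpha-KG (2 mM) added; 80 min at RT, pH 7.5. Remaining NADPH coupled via diaphorase/resazurin to fluorescence (540/590 nm); concentration-response curves normalized to no-enzyme control.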
TRHR ag = TRH receptor (human) agonism; P34981; TRHR cells, calcium flux fluo-8, FDSS agonist mode; activation, % at 2 µM; 360,000 tested, 0.18% active; in the data active = activation above about 30%; note: 0% is about no effect
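TRHR-expressing cells loaded with fluo-8 calcium dye; 23 nL library compound pin-transferred, kinetic FDSS fluorescence (Ex 480/Em 530) recorded about 180 s for agonist-induced calcium release, before a 10 nM TRH EC20 addition for potentiator mode.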
USP1 inh = blocks the human USP1/UAF1 deubiquitinase complex | O94782 | recombinant USP1/UAF1, Ub-Rhodamine cleavage fluorescence | Potency, µM (highest dose often 57.1 µM), without a hit: at the top dose activity change, negative = inhibition, actives largely listed as inhibitors | 390,000 tested, 0.23% active; note: potency is the fitted concentration of half-maximal effect; % is set by controls: 0 for no effect and ±100 for the full control effect; nearly all actives have a fitted effect of over 60% in size; inactives centre near -12
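USP1/UAF1 complex (1 nM) preincubated 15 min at room temperature with compound, then Ub-Rho substrate (150 nM final) added. Kinetic fluorescence at 480/540 nm over 6 reads at 60 s intervals; 50 mM HEPES pH 7.8, 0.5 mM EDTA, 0.1 mg/ml BSA, 1 mM TCEP, 0.01% Tween-20.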
* = called active by the depositor; u = inconclusive; x = no result given; [ ] = remark or other dose. Unless noted, calls come from the whole dose curve; as a rule, active = well fitted inhibition curve with a large enough effect; inconclusive = small, poorly fitted or top-dose-only effect; inactive = no such curve, though single readings can be large or run the other way. These rows are one share of the data. The share of hits here may be higher or lower than overall.

SMILES	TrxR1 inh	TrxR1 substrate	Pin1 inh	D2 antag	D2 agonist	TRHR enhancer	mIDH1 inhibitor	TRHR ag	USP1 inh
CN1C2C=C3C(C#N)=C(N)C(C#N)(C#N)[C@@H](c4ccc(Cl)cc4)[C@@H]3C1CC2 (stereo not given in full)	-6%[57.1 µM]	35%[activator][57.1 µM]	u	4	0.9	0	-6%	1.4	-13%
Cc1nn(C)c(C)c1S(=O)(=O)N(CC(=O)NCc1ccco1)c1ccc(C(C)C)cc1	x	x	x	1	-0.5	-4	x	-0.9	x
OCn1c2ccccc2c2ccccc21	14%[57.1 µM]	2%[57.1 µM]	-4%	-10	2.1	4	5%	-0.2	-23%
COc1cccc(CN(C)C(=O)C2CCN(S(=O)(=O)c3cccs3)CC2)c1OC	20%	1%	-7%	16	0.3	-8	-12%	0.1	-13%
O=C(CC(c1ccccc1)c1ccco1)N1CCOCC1 (stereo not given)	-22%	4%	-1%	x	x	0	4%	-0.2	-14%
CN(C)C(=O)CSc1nnc(-c2cccnc2)n1-c1ccccc1	26%	4%[57.1 µM]	-10%	-2	0.6	19	-10%	0.7	-3%
COc1cc(NS(=O)(=O)c2cc3[nH]c(=O)c(=O)[nH]c3cc2C)cc(OC)c1OC	8%[57.1 µM]	-8%[57.1 µM]	-3%	-14	3.4	1	23%	0.0	-17%
CCCCNc1nc2c(S(=O)(=O)c3ccccc3)nnn2c2ccccc12	10%[57.1 µM]	23%[57.1 µM]	7%	-1	1.3	-2	14%	0.2	-17%
O=C(Cn1[nH]c(=O)c2ccccc2c1=O)Nc1cccc(-c2nnc3n2CCCCC3)c1	-15%	-8%	1%	-21	1.1	3	4%	0.0	-9%
Cc1c(NS(=O)(=O)c2cc(C(=O)NC(C)c3ccccc3)ccc2Cl)c(=O)n(-c2ccccc2)n1C (stereo not given)	0%	-12%	1%	2	-0.3	-2	1%	0.3	-7%
CC(C)C(=O)Nc1nc2ccc(S(C)(=O)=O)cc2s1	14%	-3%	-1%	6	x	2	2%	0.3	-7%
CCCN(C(=O)C1CCCN(c2ncnc3c2nc2n3CCCCC2)C1)c1ccc(F)cc1 (stereo not given)	18%[57.1 µM]	7%[57.1 µM]	1%	6	-0.8	23	-13%	0.3	-11%
Cc1nc(-c2cccc(S(=O)(=O)N3CCCCCC3)c2)cs1	-8%	-6%	8%	6	0.4	2	2%	-0.2	-17%
COC(=O)c1ccc(NC(=O)COC(=O)CCC2CCCC2)cc1	5%	-9%	-6%	11	0.3	-3	7%	-0.1	-19%
CCn1c2ccccc2c2nnc(SCC(=O)NC(CC(C)C)C(=O)OC)nc21 (stereo not given)	13%	-8%	25%	13	-0.6	-3	7%	-0.8	-3%
CC1CCN(CCCNC(=O)CN2CCN(Cc3ccc(Cl)cc3)C2=O)CC1	4%	1%	-1%	-1	-0.7	5	-3%	-1.5	-9%
COc1ccc(C/C(N)=N/OC(=O)CCc2ccccc2)cc1	5%	-5%	3%	-24	-1.5	7	5%	-2.2	-17%
COc1ccc(-c2cc(C(=O)Nc3c(C)nn(Cc4ccc(Cl)cc4)c3C)no2)cc1	22%	5%	0%	9	0.7	-4	-3%	-0.2	-8%
COc1ccc(NC(=O)Cn2nc(C)c3c(C)n(-c4ccccc4)nc3c2=O)cc1OC	12%	2%	u	x	0.2	4	-8%	0.0	u
CN(C)C(=O)c1cc(C(=O)c2ccc(F)cc2F)c[nH]1	22%	2%	-5%	6	0.2	2	-10%	0.8	-24%

Reprinted from the listing for reference:
SMILES	TrxR1 inh	TrxR1 substrate	Pin1 inh	D2 antag	D2 agonist	TRHR enhancer	mIDH1 inhibitor	TRHR ag	USP1 inh
COc1ccc(NC(=O)Cn2nc(C)c3c(C)n(-c4ccccc4)nc3c2=O)cc1OC	12%	2%	u	x	0.2	4	-8%	0.0	u
CN(C)C(=O)c1cc(C(=O)c2ccc(F)cc2F)c[nH]1	22%	2%	-5%	6	0.2	2	-10%	0.8	-24%

The results go on:
SMILES	TrxR1 inh	TrxR1 substrate	Pin1 inh	D2 antag	D2 agonist	TRHR enhancer	mIDH1 inhibitor	TRHR ag	USP1 inh
Cc1cc(C)c2c(CN3CCN(Cc4ccc5c(c4)OCO5)CC3)cc(=O)oc2c1C	8%[57.1 µM]	3%[57.1 µM]	0%	2	-0.5	2	1%	0.0	-14%
CC(C)(O)[C@@H]1CC(=O)[C@]2(C)[C@H](CC[C@@]3(C)[C@H](c4ccoc4)OC(=O)[C@H]4O[C@]432)[C@@]1(C)/C=C\C(=O)O	2%[57.1 µM]	4%	-11%	5	-0.7	3	15%	-0.4	-14%
CN1CCN(CCC(=O)Nc2ccc3c(c2)OCO3)CC1	4%	2%	-5%	1	-0.9	8	0%	0.7	-1%
Cc1cc(NC(=O)c2ccc(Cl)c(Cl)c2)ccc1-c1cc2ccccc2oc1=O	16%	24%	-4%	x	0.9	14	17%	0.4	-12%
Cc1ccc(NC(=O)C2CCCN(c3ncnc4onc(-c5ccc(F)cc5)c34)C2)c(Cl)c1 (stereo not given)	32%	4%	0%	x	-1.7	15	0%	-0.3	-8%
Cn1c(=O)[nH]c(=O)c2c1nc(NCCCO)n2CCCc1ccccc1	15%	3%	-16%	3	0.1	6	-2%	1.0	-4%
CC(=O)c1ccc(N2CCN(C(=O)C3CCC3)CC2)cc1	-11%	-13%	-7%	9	0.6	-5	6%	0.6	-9%
COc1ccc(S(=O)(=O)C(C#N)c2nc3ccccc3nc2N2CCC(C)CC2)cc1 (stereo not given)	x	x	x	0	1.0	-4	x	1.1	x
CCOc1ccc(NS(=O)(=O)c2ccc(C(=O)N(C)Cc3cccc(OC)c3OC)cc2)cc1	-10%	-16%	u	6	1.1	-5	2%	0.3	-11%
Cc1ccsc1/C=N/NC(=O)c1ccccn1	-15%	-10%	-4%	-6	0.9	2	5%	-0.1	-5%
O=C(COc1ccccc1)Nc1ccccc1C(=O)NCc1ccco1	-2%	-2%	13%	-7	-2.4	-12	0%	0.1	-5%
CCC(C)(C)NC(=O)CN(C(=O)CCC(=O)Nc1nccs1)c1ccc2c(c1)OCCO2	27%	1%	-1%	1	-2.1	7	-5%	-1.1	0%
COc1ccccc1NS(=O)(=O)c1cccc(C(=O)NNC(=O)C(NC(N)=O)C(C)C)c1 (stereo not given)	-13%	-7%	3%	-9	x	-7	0%	0.0	-10%
COc1ccc(CCC(=O)NC(C)C2CCCO2)cc1 (stereo not given)	12%[57.1 µM]	6%[57.1 µM]	-9%	-13	0.1	5	3%	0.2	-17%
CCCCCOc1ccc(N2C(=O)C3C4C=CC(C3C2=O)N(C)C4=O)cc1 (stereo not given)	-4%	-5%	2%	x	-0.4	0	9%	-0.4	u
CCn1ccc(C(=O)NC2C(=O)N3C(C(=O)O)=C(C)CSC23)n1 (stereo not given)	-4%[57.1 µM]	-9%[57.1 µM]	-14%	9	-0.1	6	2%	0.1	-17%
CC1=C(c2ccc(Cl)cc2)S(=O)(=O)N=C1N1CCC(C(=O)NCCc2ccco2)CC1	12%[57.1 µM]	3%[57.1 µM]	8%	x	0.9	-4	x	-0.4	-20%
CC(C)(C)NC(=O)CN(C(=O)CS(=O)CC(=O)Nc1ccc(F)cc1)c1ccccc1 (stereo not given)	15%	7%	-2%	-5	0.6	0	1%	0.1	-14%
COc1ccc(-c2cc3c(=O)n(CC(=O)NCCN4CCCC4)nc(C)n3n2)cc1	-3%	-12%	10%	5	0.9	9	-9%	-0.1	-14%
C=CC[C@@H](CC(=O)N[C@@H](CO)Cc1ccccc1)C(=O)N[C@H](COC(=O)[C@@H](CC=C)Cc1ccc(F)cc1)Cc1c[nH]c2ccccc12	33%	1%	-3%	x	x	x	5%	x	-21%
CCOC(=O)CC(NC(=O)C1c2ccccc2Oc2ccccc21)c1ccccc1Cl (stereo not given)	-5%[57.1 µM]	-3%[57.1 µM]	0%	3	-3.2	-27	18%	0.8	-5%

In the list so far, these contain an aryl thioether with sulfur outside any ring:
SMILES	TrxR1 inh	TrxR1 substrate	Pin1 inh	D2 antag	D2 agonist	TRHR enhancer	mIDH1 inhibitor	TRHR ag	USP1 inh
CN(C)C(=O)CSc1nnc(-c2cccnc2)n1-c1ccccc1	26%	4%[57.1 µM]	-10%	-2	0.6	19	-10%	0.7	-3%
CCn1c2ccccc2c2nnc(SCC(=O)NC(CC(C)C)C(=O)OC)nc21 (stereo not given)	13%	-8%	25%	13	-0.6	-3	7%	-0.8	-3%

Profiles, quoted from the list.
CC(C)(O)[C@@H]1CC(=O)[C@]2(C)[C@H](CC[C@@]3(C)[C@H](c4ccoc4)OC(=O)[C@H]4O[C@]432)[C@@]1(C)/C=C\C(=O)O is entered as TrxR1 inh: 2%[57.1 µM]; TrxR1 substrate: 4%; Pin1 inh: -11%; D2 antag: 5; D2 agonist: -0.7; TRHR enhancer: 3; mIDH1 inhibitor: 15%; TRHR ag: -0.4; USP1 inh: -14%
O=C(COc1ccccc1)Nc1ccccc1C(=O)NCc1ccco1 is entered as TrxR1 inh: -2%; TrxR1 substrate: -2%; Pin1 inh: 13%; D2 antag: -7; D2 agonist: -2.4; TRHR enhancer: -12; mIDH1 inhibitor: 0%; TRHR ag: 0.1; USP1 inh: -5%
COc1ccc(CCC(=O)NC(C)C2CCCO2)cc1 (stereo not given) is entered as TrxR1 inh: 12%[57.1 µM]; TrxR1 substrate: 6%[57.1 µM]; Pin1 inh: -9%; D2 antag: -13; D2 agonist: 0.1; TRHR enhancer: 5; mIDH1 inhibitor: 3%; TRHR ag: 0.2; USP1 inh: -17%
